Source: PubChem
PRMT1 inh = PRMT1 (human) inhibition, primary screen. inhibition, % at 2.79 µM. Q99873. recombinant PRMT1, activity-based probe fluorescence polarization. actives 1.3% (n = 370,000);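 active = inhibition above about 21% made by adding two undisclosed values, limit read from the data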
Target sequence (Q99873 whole entry, looked up): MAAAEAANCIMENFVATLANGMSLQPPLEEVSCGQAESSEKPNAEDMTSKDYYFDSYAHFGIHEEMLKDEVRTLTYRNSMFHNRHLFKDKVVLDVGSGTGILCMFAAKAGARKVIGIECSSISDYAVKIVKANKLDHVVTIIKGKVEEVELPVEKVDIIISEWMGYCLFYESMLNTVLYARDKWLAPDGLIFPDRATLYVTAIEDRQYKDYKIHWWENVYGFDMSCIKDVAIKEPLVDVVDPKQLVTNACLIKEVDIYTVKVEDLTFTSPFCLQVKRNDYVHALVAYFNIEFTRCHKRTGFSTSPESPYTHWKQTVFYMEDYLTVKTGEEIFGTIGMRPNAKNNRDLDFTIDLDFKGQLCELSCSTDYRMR
DDE Tn7 FP inh = inhibitors of Tn7 peptide binding to human fibrin DD(E) | P02675 | FP displacement of FITC-Tn7 peptide from fibrin DD(E); 0% = median of compound wells per plate | inhibition, % at 8.3 µM | actives 0.13% (n = 370,000);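 active = inhibition above the mean of compounds falling within the control limits plus 3 SD of them, cut at about 14% in these data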;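 also: 0% = plate median of compound wells and 100% = 10 µM Aha-Tn7 peptide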
Target sequence (P02675 whole entry, looked up): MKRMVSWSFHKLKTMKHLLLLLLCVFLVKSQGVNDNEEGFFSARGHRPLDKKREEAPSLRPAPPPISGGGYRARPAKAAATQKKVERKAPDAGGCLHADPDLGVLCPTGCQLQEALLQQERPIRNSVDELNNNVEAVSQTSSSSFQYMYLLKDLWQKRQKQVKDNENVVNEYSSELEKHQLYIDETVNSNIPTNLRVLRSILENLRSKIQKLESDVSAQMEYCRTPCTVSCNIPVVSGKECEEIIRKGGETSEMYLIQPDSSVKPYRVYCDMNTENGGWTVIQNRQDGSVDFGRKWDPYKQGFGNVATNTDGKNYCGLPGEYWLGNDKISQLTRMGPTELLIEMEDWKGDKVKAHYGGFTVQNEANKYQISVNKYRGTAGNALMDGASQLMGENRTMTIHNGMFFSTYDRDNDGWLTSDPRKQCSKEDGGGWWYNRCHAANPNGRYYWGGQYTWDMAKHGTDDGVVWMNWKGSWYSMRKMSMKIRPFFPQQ
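System: human fibrin DD(E); quantity: Fibrin-DD(E) at 2 µM final; also added: fluorescent Tn7 probe at 0.1 µM; compound dosing: single nominal test concentration of 8.3 µM per compound; schedule: 10 min preincubation, 3 h with tracer, room temperature; detection: fluorescence polarization of the labelled Tn7 tracer; repeats: one replicate per compound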
Tn6 DDE FP = inhibitors of Tn6 peptide binding to human fibrin DD(E); actives 0.21% (n = 370,000); inhibition, % at 8.3 µM; Fibrin DD(E) TRITC-Tn6 fluorescence polarization displacement; AID 720509;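 active = inhibition above a per-campaign cutoff: mean of compounds within control limits plus 3 SD, cut at about 15% in these data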;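 also: 0% = median of all compound wells on the plate and 100% = blocking peptide control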
UHRF1 MBD2 ctr = UHRF1 methyl-DNA binding inhibition; Q96T88; UHRF1 binding to methylated oligo, TR-FRET; actives 0.75% (n = 370,000); inhibition, % at 4.4 µM; in the data active = inhibition above about 21%;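 also: UHRF1 SRA domain binding a hemimethylated CpG hairpin DNA probe; 0% = median of test compound wells and 100% = reference inhibitor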
proKLK7 act = proKLK7 (human) activation, primary screen; P49862; purified proKLK7, EDANS-DABCYL substrate fluorescence; 100% is mature enzyme control, 0% vehicle; activation, % at 7 µM; actives 0.9% (n = 370,000);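 active = activation above the mean of all tested compounds plus 3 SD, computed per campaign excluding outliers beyond control limits, cut at about 13% in these data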
MBD2 DNA inh = blocks human MBD2 binding to methylated DNA. Q9UBB5. TR-FRET, MBD2 binding to methylated oligonucleotide. inhibition, % at 4.4 µM. actives 0.31% (n = 370,000). AID 686964; in the data active = inhibition above about 13%
TDP2 inh = TDP2 (human) inhibition, absorbance primary screen. O95551. recombinant TDP2, T5PNP hydrolysis, p-nitrophenol absorbance 415 nm. inhibition, % at 12.8 µM. actives 0.34% (n = 370,000). AID 720702;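 active = inhibition above the mean of all tested compounds plus 3 SD, set per campaign, cut at about 25% in these data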;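 also: 0% = DMSO with enzyme and 100% = buffer with substrate but no TDP2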
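System: recombinant human TDP2 / Amount: 120 nM TDP2 per well / Also added: 5 mM T5PNP chromogenic substrate / Doses: 12.8 µM single point, 1% DMSO / Incubation: 2 h at 37 °C / Detection: p-Nitrophenol epi absorbance / Evaluation: % inhibition relative to enzyme-containing and enzyme-free wells / Repeats: singlicate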
TCR CD3 inh = human TCR-CD3 binding inhibition; inhibition, % at 9.4 µM; actives 0.37% (n = 360,000); AID 651800; TAMRA-labeled TCR probe fluorescence, biochemical; in the data active = inhibition above about 19%;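 also: recombinant mutant TCR 2C K166C tagged with TAMRA read by polarization; 0% = receptor in buffer alone and 100% = receptor with positive control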
SIAE primary = blocks human sialic acid acetylesterase; SIAE FP-Rh probe binding, fluorescence polarization; inhibition, % at 9.66 µM; actives 0.69% (n = 370,000); AID 1053197;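 active = inhibition above a cutoff: mean of compounds within the control limits plus 3 SD of those, cut at about 17% in these data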;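 also: 0% = plate median of compound wells and 100% = probe without SIAE protein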
LEDGF integ inh = blocks HIV-1 LEDGF/p75-dependent DNA integration; TR-FRET IN-LEDGF/p75 DNA integration, Eu/Cy5; inhibition, % at 3.7 µM; actives 0.64% (n = 370,000); AID 743269;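 active = inhibition above the screen-wide mean plus 3 SD, cut at about 13% in these data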;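 also: signal is the Cy5 over europium emission ratio at 671 and 618 nm; 0% = plate median of compound wells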
Numbers without * were called inactive. Not all compounds are listed (hit frequency here may not be typical).

1: C/C(=N\NC(=O)c1ccccc1O)c1c(O)n(C2CCCCC2)c(=O)[nH]c1=O
2: COc1cc2c(cc1OC)C13CCN4CC5=CCOC6CC(=O)N2C1C6C5C3C4 (centres undefined) (tested in a mixture with another compound)
3: CCOC(=O)c1sc(/N=C/c2c(O)n(-c3cccc(C)c3)c(=O)[nH]c2=O)c(C#N)c1C
4: CCCCNC(C)Cc1ccccc1 (centres undefined)
5: Cn1cc(C(=O)OCC(=O)NC2(C#N)CCCCC2)c2ccccc21
6: C=C1[C@H]2CC[C@H]3[C@]4(C)C[C@H](O[C@@H]5OC(CO)[C@@H](OSOOO)[C@H](OS(=O)(=O)O)[C@H]5OC(=O)CC(C)C)C[C@@H](C(=O)O)[C@H]4CC[C@]3(C2)[C@H]1O (some centres undefined)
7: COc1cc(/C=N/NC(=O)Cn2c([N+](=O)[O-])cnc2C)ccc1OC(=O)N(C)C
8: COC(=O)C1=C(c2ccc(-c3ccccc3)c(F)c2)C[C@@H]2CC[C@H]1N2C(=O)NCCOc1ccccc1Cl

Screen / compound no.	1	2	3	4	5	6	7	8
PRMT1 inh	11.2	-3.5	6.8	1.6	0.4	-3.3	-0.3	-2.5
DDE Tn7 FP inh	3.6	-1.1	7.1	2.5	4.9	-1.6	5.9	-16.3
Tn6 DDE FP	1.5	0.9	-4.7	4.5	7.9	-1.7	-3.4	-10.1
UHRF1 MBD2 ctr	6.8	-1.6	-1.9	0.3	0.0	2.9	0.4	1.6
proKLK7 act	0.4	-0.1	0.3	-0.6	-0.7	-0.2	0.2	-0.3
MBD2 DNA inh	8.4	-1.6	0.3	3.6	4.0	-7.4	1.3	2.7
TDP2 inh	-8.0	-2.7	1.1	1.0	-0.7	-14.5	-8.9	-20.3
TCR CD3 inh	14.8	1.4	3.2	-2.2	-2.9	3.5	0.6	3.2
SIAE primary	-6.3	-0.2	-14.4	-1.9	1.5	-6.2	3.6	-19.7
LEDGF integ inh	-3.8	-3.0	-0.6	-1.9	-4.4	14.3*	-2.1	1.7

9: CN(C)CC1CCCCC1OC(=O)c1ccc(Cl)c(Cl)c1 (centres undefined)
10: C[C@]12CCC3C(CCC4=C/C(=N/OCC(=O)NC(CCC(=O)O)C(=O)O)CC[C@@]43C)C1CCC2O (some centres undefined)
11: O=c1c2ccccc2nc(C[n+]2ccccc2)n1-c1cccc(C(F)(F)F)c1
12: COc1cccc(-c2nn(CCC#N)cc2C(=O)Nc2ccccc2Cl)c1
13: CC(C)OC(=O)C1C(=O)NC2(C)CC1c1ccccc1O2 (centres undefined)
14: Nc1cccc2c1Cc1cc([N+](=O)[O-])ccc1-2
15: N#CCCn1cc(C=C2C(=O)NC(=O)NC2=O)c(-c2ccccc2)n1
16: N#Cc1c(/N=C/c2c(O)n(Cc3ccco3)c(=O)[nH]c2=O)sc2c1CCCC2

Screen / compound no.	9	10	11	12	13	14	15	16
PRMT1 inh	1.9	-3.5	1.0	-2.5	-1.8	0.0	16.0	25.6*
DDE Tn7 FP inh	4.2	-1.1	5.9	-3.9	-10.5	5.4	-0.5	4.4
Tn6 DDE FP	1.8	5.6	3.2	3.6	0.8	4.4	-4.2	5.4
UHRF1 MBD2 ctr	3.0	-0.2	-1.9	-2.4	8.4	-14.2	-2.0	46.2*
proKLK7 act	-0.6	0.2	0.6	-0.2	0.2	0.4	0.0	0.2
MBD2 DNA inh	3.6	-2.6	-2.0	-4.7	-3.3	-3.5	-8.1	5.0
TDP2 inh	2.7	8.9	4.2	7.5	-2.3	5.5	3.9	10.7
TCR CD3 inh	-4.2	-3.7	2.4	6.1	6.1	1.2	4.6	8.5
SIAE primary	-8.8	5.1	-1.1	-3.9	-2.9	-1.1	8.6	4.3
LEDGF integ inh	-2.1	4.7	-3.2	-0.5	1.7	-0.3	6.5	34.1*

17: O=[N+]([O-])c1ccccc1CNCCc1c[nH]c2ccccc12
18: COC(=O)C1=C(c2ccc(-c3ccccc3)c(F)c2)C[C@@H]2CC[C@H]1N2C(=O)NCc1ccc(F)cc1
19: Cc1[nH]c2ccccc2c1CCN
20: O=C(C1CCC(=O)N1Cc1ccccc1Cl)N1CCC2(CC1)OCCO2 (centres undefined)
21: COc1cc(N2CCOCC2)ccc1/C=C1\C(=O)NC(=O)N(Cc2ccc3c(c2)OCO3)C1=O
22: Cc1nnc2n1-c1ccc(Br)cc1C(c1ccccc1Cl)=NC2
23: CN1[C@@H]2CCC[C@H]1CC(=O)C2
24: CNC1(c2ccccc2Cl)CCCCC1=O (centres undefined)

Screen / compound no.	17	18	19	20	21	22	23	24
PRMT1 inh	-0.1	-1.4	4.1	-2.7	19.4	-1.2	-6.1	-4.3
DDE Tn7 FP inh	-0.5	-5.8	-0.9	-1.4	3.7	-0.2	5.0	-8.3
Tn6 DDE FP	-2.9	-1.1	-3.8	-2.4	-8.6	-4.2	9.4	4.9
UHRF1 MBD2 ctr	0.8	2.5	9.4	-2.4	-0.7	3.0	-0.7	-0.1
proKLK7 act	0.3	0.3	-0.1	0.2	0.0	0.1	-0.3	-0.2
MBD2 DNA inh	0.6	1.8	1.8	-4.0	-6.0	-1.4	-0.5	-5.2
TDP2 inh	25.0*	-17.4	-20.9	7.7	3.7	-5.0	6.0	-7.5
TCR CD3 inh	3.2	1.2	-9.6	0.6	-36.1	0.2	6.9	3.7
SIAE primary	8.4	-16.0	-2.0	8.4	-114.7	-3.2	-4.3	-4.2
LEDGF integ inh	0.8	0.7	3.1	3.5	-5.9	2.4	-3.6	2.1

Another view of some results above.
item	Compound	PRMT1 inh	DDE Tn7 FP inh	Tn6 DDE FP	UHRF1 MBD2 ctr	proKLK7 act	MBD2 DNA inh	TDP2 inh	TCR CD3 inh	SIAE primary	LEDGF integ inh
2	COc1cc2c(cc1OC)C13CCN4CC5=CCOC6CC(=O)N2C1C6C5C3C4 (centres undefined) (tested in a mixture with another compound)	-3.5	-1.1	0.9	-1.6	-0.1	-1.6	-2.7	1.4	-0.2	-3.0
3	CCOC(=O)c1sc(/N=C/c2c(O)n(-c3cccc(C)c3)c(=O)[nH]c2=O)c(C#N)c1C	6.8	7.1	-4.7	-1.9	0.3	0.3	1.1	3.2	-14.4	-0.6

New compounds follow
25: COC(=O)C1=C(c2cc3ccccc3s2)C[C@@H]2CC[C@H]1N2C(=O)NCc1ccccc1
26: O=C(c1ccccc1)c1ccc(N=Nc2c(O)[nH]c(=O)[nH]c2=O)cc1
27: CC/C(=N\Nc1ccccc1)c1c(O)[nH]c(=O)[nH]c1=O
28: CN(C)CCN(CC1CCCN(Cc2ccccc2F)C1)C(=O)Cc1c(F)cccc1F (centres undefined)
29: Oc1ccc(-[n+]2c(-c3ccccc3)cc(-c3ccccc3)cc2-c2ccccc2)cc1
30: CCOC(=O)c1ccc(N=C(C)c2c(O)[nH]c(=O)[nH]c2=O)cc1
31: c1cncc(CNCCc2ccc3c(c2)OCO3)c1
32: O=C(COC(=O)c1cc(Br)cc(Br)c1O)NC12CC3CC(CC(C3)C1)C2

Screen / compound no.	25	26	27	28	29	30	31	32
PRMT1 inh	-0.8	2.6	0.2	-2.9	2.4	9.8	-2.8	4.2
DDE Tn7 FP inh	-3.0	5.5	-6.8	1.2	4.4	-10.1	1.4	4.0
Tn6 DDE FP	3.9	-5.7	-1.2	1.9	-4.4	6.7	-5.3	-2.6
UHRF1 MBD2 ctr	-1.0	0.9	0.7	-0.6	-1.5	-1.6	0.2	-1.1
proKLK7 act	0.9	-0.2	-0.3	-0.1	0.5	1.0	0.3	-0.2
MBD2 DNA inh	-0.3	-3.6	-4.5	-1.4	2.4	4.2	0.8	-1.6
TDP2 inh	-5.9	3.4	10.9	1.0	-5.8	-3.5	10.4	6.4
TCR CD3 inh	4.8	1.7	11.4	-2.3	-8.1	2.9	1.3	1.9
SIAE primary	-12.8	-2.7	1.9	2.0	3.3	-4.3	3.6	-6.0
LEDGF integ inh	-2.1	1.5	1.8	-6.1	-1.5	-1.1	0.4	1.4

33: CCOc1cc2c(cc1OCC)-n1cccc1C(c1ccc(OC)cc1)NC2 (centres undefined)
34: CC(C)(C)NCC(O)c1cc(Cl)c(N)c(Cl)c1 (centres undefined)
35: COc1cc(/C=C/c2nc3ccccc3c(=O)n2-c2cccc(O)c2)ccc1O
36: COc1ccc(CCn2c(O)c(C=NCCCN(C)C)c(=O)[nH]c2=O)cc1OC
37: COC(=O)C1=C(c2ccc(OC)c(OC)c2)C[C@@H]2CC[C@H]1N2C(=O)NCc1ccc(F)cc1
38: CCS(=O)(=O)N1CCC(C(=O)N2CCC3(CC2)OCCO3)CC1
39: O=C(c1cc(Br)ccc1Cl)N1CCC2(CC1)OCCO2
40: COc1ccc(Cc2nccc3cc(OC)c(OC)cc23)cc1OC
41: c1cncc(CNC2CCCC2)c1
42: COc1ccc2c(c1OC)C(=O)O[C@@H]2[C@H]1c2cc3c(cc2CCN1C)OCO3

Screen / compound no.	33	34	35	36	37	38	39	40	41	42
PRMT1 inh	-3.3	-4.4	0.4	-1.2	-4.0	-4.2	0.8	-2.7	10.6	-3.9
DDE Tn7 FP inh	0.5	4.0	1.2	-5.8	2.8	-0.2	-4.6	4.5	6.6	8.2
Tn6 DDE FP	0.6	-2.2	-8.1	-2.1	3.8	-6.7	3.9	-0.7	-4.7	-1.6
UHRF1 MBD2 ctr	1.3	1.2	-2.9	-0.8	-3.3	-2.8	-1.2	18.7	4.1	-0.8
proKLK7 act	0.8	0.4	1.1	-0.2	0.4	-0.2	0.4	0.3	-0.4	1.7
MBD2 DNA inh	2.1	-2.9	1.7	2.0	1.9	2.0	1.4	3.9	3.2	2.1
TDP2 inh	2.1	7.3	-8.5	5.9	0.5	11.6	-3.6	23.6	-12.9	-8.1
TCR CD3 inh	-0.4	4.7	2.2	-2.9	1.4	3.4	-0.9	3.6	-2.5	2.5
SIAE primary	4.0	0.1	-2.4	0.2	1.6	2.3	-2.5	-0.8	-5.0	4.5
LEDGF integ inh	-3.0	1.1	7.9	2.3	-0.7	0.6	-0.2	32.6*	1.9	1.4

Among those listed so far, 3 contain bromine.
22: Cc1nnc2n1-c1ccc(Br)cc1C(c1ccccc1Cl)=NC2
32: O=C(COC(=O)c1cc(Br)cc(Br)c1O)NC12CC3CC(CC(C3)C1)C2
39: O=C(c1cc(Br)ccc1Cl)N1CCC2(CC1)OCCO2

Screen / compound no.	22	32	39
PRMT1 inh	-1.2	4.2	0.8
DDE Tn7 FP inh	-0.2	4.0	-4.6
Tn6 DDE FP	-4.2	-2.6	3.9
UHRF1 MBD2 ctr	3.0	-1.1	-1.2
proKLK7 act	0.1	-0.2	0.4
MBD2 DNA inh	-1.4	-1.6	1.4
TDP2 inh	-5.0	6.4	-3.6
TCR CD3 inh	0.2	1.9	-0.9
SIAE primary	-3.2	-6.0	-2.5
LEDGF integ inh	2.4	1.4	-0.2
